# Bioassay records (PubChem)
# Pin1 inhibitor – blocks the human prolyl isomerase Pin1 | AID 504891 | Q13526 | Potency, µM (titrated, usually from 115 µM), without a hit: at the top dose activity, negative = inhibition, hits mostly inhibitors | 390,000 tested, 0.009% active | Pin1 FP peptide displacement, HiFluor488, 10 min; active means well fitted inhibition curve with a large enough effect in the polarisation, with a control signal flat, not every such curve was filed as active; inconclusive means small, poorly fitted or top-dose-only effect, or effect the other way, or a change in a side signal; inactive means no such curve, though single readings can be large or run the other way; the % refers to the polarisation; further: on the % scale 0 is the no-effect control and ±100 the full control effect
# Target sequence (Q13526 whole entry, looked up): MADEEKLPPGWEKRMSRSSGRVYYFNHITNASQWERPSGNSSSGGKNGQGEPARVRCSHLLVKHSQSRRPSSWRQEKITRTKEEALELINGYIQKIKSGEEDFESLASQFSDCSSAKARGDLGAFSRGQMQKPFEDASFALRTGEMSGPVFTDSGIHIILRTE
# JMJD2A Tudor – blocks the human JMJD2A Tudor domain; AID 504339; AlphaScreen JMJD2A-Tudor / H3K4me3 peptide binding; Potency, µM (doses to about 114 µM), for inactives: at the top dose activity change, negative = inhibition, most hits filed as inhibitors; 390,000 tested, 4.4% active; O75164; further: on the % scale 0 is the no-effect control and ±100 the full control effect; nearly all actives have a fitted effect of over 50% in size
# 12-LOX inh – blocks human arachidonate 12S-lipoxygenase | purified 12hLO, xylenol orange hydroperoxide absorbance | Potency, µM (doses to about 108 µM), for the others: at the top dose activity change, negative = inhibition, most hits filed as inhibitors | 580,000 tested, 1.1% active | AID 1671190; further: on the % scale 0 is the no-effect control and ±100 the full control effect
#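 Purified human 12hLO at 150 nM in 25 mM Hepes, 0.01% Triton X-100, pH 7.0, preincubated 15 min at room temperature with compound. Reaction started with 40 uM arachidonic acid, 30 min at room temperature. Hydroperoxide measured by Fe-xylenol orange, 573/405 nm absorbance ratio.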
# ERG Ets-DNA blk – blocks human ERG Ets domain binding to DNA. P11308. fluorescence polarization, His-ERG Ets domain / labelled DNA. Potency, µM (series often up to 76.9 µM), for the others: at the highest dose FP activity, negative = inhibition, usual class: inhibitors. 370,000 tested, 0.028% active. AID 624246; active means well fitted inhibition curve with a large enough effect in the polarisation, with a control signal flat; inconclusive means small, poorly fitted or top-dose-only effect, or effect the other way, or a change in a side signal; inactive means no such curve, though single readings can be large or run the other way; the % refers to the polarisation;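 further: polarization taken with two DNA probes labelled with fluorescein and Texas red; % of control where 0% means no effect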
# Target sequence (P11308 whole entry, looked up, the tested form may be a part): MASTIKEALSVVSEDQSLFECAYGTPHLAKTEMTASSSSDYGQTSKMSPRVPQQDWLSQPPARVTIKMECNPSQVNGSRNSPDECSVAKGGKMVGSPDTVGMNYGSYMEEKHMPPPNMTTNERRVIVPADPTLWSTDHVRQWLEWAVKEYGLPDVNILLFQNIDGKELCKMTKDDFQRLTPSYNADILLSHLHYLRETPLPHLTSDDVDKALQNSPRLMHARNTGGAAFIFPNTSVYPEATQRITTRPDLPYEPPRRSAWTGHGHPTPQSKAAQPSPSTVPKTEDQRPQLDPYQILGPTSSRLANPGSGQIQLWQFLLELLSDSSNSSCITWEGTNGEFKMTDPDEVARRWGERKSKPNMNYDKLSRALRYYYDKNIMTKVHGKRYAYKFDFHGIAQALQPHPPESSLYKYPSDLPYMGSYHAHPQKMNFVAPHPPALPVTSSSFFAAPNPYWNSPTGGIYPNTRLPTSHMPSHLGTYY
#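 His-tagged ERG Ets domain (1 uM in the protein solution; 300mM KCl, 50mM Tris-HCl, 1mM EDTA, 1mM DTT, pH 7.5) received compound, then a probe mix of 5 nM fluorescein-DNA and 100nM Texas-615-DNA. Fluorescence polarization was read for both dyes.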
# HP1b binding inh – inhibitors of HP1-beta chromodomain binding to methylated histone tails; P83916; AlphaScreen HP1-beta / biotin-H3K9me3 peptide binding; Potency, µM (highest dose often 114 µM), without a hit: at the highest dose activity change, negative = inhibition, actives largely listed as inhibitors; 390,000 tested, 0.56% active; further: nearly all actives have a fitted effect of over 70% in size; inactives centre near 23
# Target sequence (P83916 whole entry, looked up): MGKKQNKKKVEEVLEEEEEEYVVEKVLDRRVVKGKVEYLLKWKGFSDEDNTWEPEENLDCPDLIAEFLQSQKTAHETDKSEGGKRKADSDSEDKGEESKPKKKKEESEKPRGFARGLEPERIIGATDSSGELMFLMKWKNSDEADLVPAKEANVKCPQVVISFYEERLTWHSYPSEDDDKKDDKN
#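 HP1-beta protein (50 nM final) preincubated 30 min at room temperature with biotinylated H3(1-18)K9me3 peptide (50 nM) in PBS pH 7.4, 0.01% Tween-20, then compound added for 30 min. AlphaScreen streptavidin donor/nickel chelate acceptor beads (10 ug/mL final), 30 min dark, luminescence read.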
# Tb PGK inh – blocks T. brucei phosphoglycerate kinase; P07378; PGK/GAPDH coupled, Kinase-Glo luminescence, 60 min; Potency, µM (doses to about 57.5 µM), without a hit: at the highest dose activity change, negative = inhibition, most hits filed as inhibitors; 380,000 tested, 0.043% active; further: on the % scale 0 is the no-effect control and ±100 the full control effect; nearly all actives have a fitted effect of over 60% in size
#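 Recombinant glycosomal PGK reaction used 1,3-bisphosphoglycerate generated in-well by GAPDH (100nM final) in 100mM TEA pH 7.6, 5mM MgCl2, 0.01% Tween-20. After 60 minutes at room temperature, ATP was read by Kinase-Glo Plus luminescence end-point.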
# GLS inhibitor – blocks human kidney-isoform glutaminase activity | O94925 | GLS enzymatic activity, qHTS titration | Potency, µM (series often up to 45.5 µM), for inactives: top-dose activity change, negative = inhibition, usual class: inhibitors | 410,000 tested, 0.21% active | AID 624170; further: on the % scale 0 is the no-effect control and ±100 the full control effect
#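 hKGA in 45 mM KH2PO4 (pH 8.2), 0.02% Tween-20 with compound, then 1mM L-Glutamine (stock as added) plus glutamate oxidase/HRP/Amplex red coupling mix. Fluorescence read initially and after 30 min at RT; signal change reflects glutamate formation.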
# rTrxR1 inhibitor – rat TrxR1 inhibition | O89049 | recombinant rTrxR1, NADPH fluorescence consumption, selenite substrate | Potency, µM (doses to about 114 µM), without a hit: at the highest dose activity change, negative = inhibition, hits mostly inhibitors | 390,000 tested, 1% active; further: on the % scale 0 is the no-effect control and ±100 the full control effect; nearly all actives have a fitted effect of over 65% in size
#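 Rat TrxR1 (90 nM in the dispensed reagent) was pre-reduced with 400 uM NADPH for 5 min at room temperature, then incubated with compound for 15 min. After 400 uM selenite was added, NADPH fluorescence (Ex 340/Em 450 nm) was followed for 8 min.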
# RGS4 inhibitor – human RGS4 inhibition; Potency, µM (top dose mostly 114 µM), without a hit: at the top dose activity change, negative = inhibition, actives largely listed as inhibitors; Transcreener GDP fluorescence polarization, RGS4-accelerated GTP hydrolysis; P49798; 390,000 tested, 0.039% active; AID 504845; further: on the % scale 0 is the no-effect control and ±100 the full control effect; nearly all actives have a fitted effect of over 75% in size; some results filed as inactive show a strong effect at the top dose
# Target sequence (P49798 whole entry, looked up): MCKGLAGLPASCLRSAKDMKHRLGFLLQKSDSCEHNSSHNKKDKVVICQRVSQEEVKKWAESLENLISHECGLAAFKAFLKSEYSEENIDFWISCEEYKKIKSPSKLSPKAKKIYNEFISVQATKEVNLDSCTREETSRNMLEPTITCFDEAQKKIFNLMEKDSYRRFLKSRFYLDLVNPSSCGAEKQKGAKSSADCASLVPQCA
#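 MLSMR compounds (23 nl, pin-transferred) preincubated 10 min at room temperature with a 500nM (2x) first reagent, then RGS4 at 900nM (2x) plus Transcreener GDP mix added; fluorescence polarization (620/688 nm) read before and after 90 min at 30 °C.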
# * marks the source's active call; other numbers are inactive results; i = inactive; ? = inconclusive; . = not tested or not shown; [ ] = dose if it differs, or a comment. Unless noted, the call rests on the fitted dose curve; in most records, active means well fitted curve in the direction sought with a large enough effect; inconclusive means small, poorly fitted or top-dose-only effect, or another doubt; inactive means no such curve, though single readings can be large; an effect the other way counts as inactive or inconclusive. Potency means the concentration at half of the fitted maximal effect.
SMILES,Pin1 inhibitor,JMJD2A Tudor,12-LOX inh,ERG Ets-DNA blk,HP1b binding inh,Tb PGK inh,GLS inhibitor,rTrxR1 inhibitor,RGS4 inhibitor
Cc1nn(CC(=O)c2ccc(Cl)s2)c(C)c1[N+](=O)[O-],?,-29%,1%,52%[activator],11%,i,0%,19%[57.1 µM],-3%
COc1ccc(N2CC(NC(=O)c3ccc(S(=O)(=O)N4CCCC4)cc3)CC2=O)cc1 (stereo unspecified),-7%,-3%,?,5%,49%[activator],-8%,-7%,8%[57.1 µM],-23%
Cc1c(C(=O)OC(C)C)[nH]c2c1C(=O)CCC2,0%,-19%,9%,.,17%,-4%,15%,23%,-2%
COc1ccc(-n2nnc(-c3nsc(NC(=O)c4cccs4)n3)c2C)cc1OC,48%[activator],-5%,-20%,-1%,13%,-5%,0%,16%[57.1 µM],-10%
Cc1ccc(S(=O)(=O)N2CCN(C(=O)C3Cc4ccccc4CN3C(=O)c3ccco3)CC2)cc1 (stereo unspecified),3%,-8%,3%,-7%,14%,-5%,2%,-1%[57.1 µM],-43%
O=C(COc1ccc([N+](=O)[O-])cc1)Nc1ccc2c(c1)CCC2,0%,-20%,-27%,-8%,16%,-6%,-9%,7%,13%
COc1cccc(NC(=O)COC(=O)COc2cccc3c2OC(C)(C)C3)c1,-9%,-2%,-17%,-14%,36%,-9%,-7%,-6%,-21%
CCO[C@@H]1OC(C(=O)NCc2ccccc2)=C[C@H](C)[C@H]1CCCO,-1%,-8%,7%,-10%,41%[activator],-9%,-3%,-8%,-12%
CCN(CC)c1cc(NCCO)c([N+](=O)[O-])c2nonc12,-5%,-14%,?,-5%,28%,-11%,-2%,-11%,-8%
O=C(COc1ccc(-c2nnco2)cc1)Nc1ccc(C(F)(F)F)cc1,-4%,3%,6%,0%,37%,-2%,-4%,2%[57.1 µM],9%
COc1ccc(OC)c(NC(=O)Cn2cc(C=O)c3ccccc32)c1,0%,-12%,-3%,-3%,60%[activator],i,-1%,-7%,-34%
CC(=O)c1ccc(N2CCN(c3ccc(S(=O)(=O)NCCCN(C)C)cc3[N+](=O)[O-])CC2)cc1,5%,?,-19%,-7%,-6%,i,2%,-5%,1%
CC(C)OP(=O)(OC(C)C)C(Nc1ccc(C(=O)O)cc1)c1ccccc1 (stereo unspecified),-6%,-14%,14%,2%,32%,1%,15%,?,19%
O=S(=O)(Nc1ccc(N2CCOCC2)cc1)c1cc(Cl)ccc1Cl,-2%,?,?,-3%,-6%,3%,7%,-8%[57.1 µM],-6%
CCOC(=O)C1CCN(S(=O)(=O)CCNC(=O)c2cccc(OC)c2)CC1,-4%,-12%,38%,12%,11%,-4%,7%,-6%,4%
COCCNC(=O)c1ccccc1NC(=O)c1nsc2ccccc12,5%,-1%,-25%,0%,7%[57 µM],-9%,1%,29%[57.1 µM],15%
Nc1nonc1C(=Nc1ccccc1)NO,-8%,-17%,-6%,4%,10%,0%,41%[activator],20%,25%
O=C(COC(=O)c1ccccc1Br)NCCN1C(=O)CSC1=O,-14%,-4%,-16%,9%,17%,18%,3%,23%[57.1 µM],-17%
CCOc1cccc(C(=O)N(Cc2cccc(F)c2)C2CCS(=O)(=O)C2)c1 (stereo unspecified),-9%,-12%,-1%,-2%,22%,-4%,-1%,13%,-24%
COc1ccc(NC(=O)c2ccc(COc3ccccc3)o2)cc1,0%,?,-1%,0%,?,4%,?,-3%,-37%[56.9 µM]
COc1ccc(C(=O)NCCS(=O)(=O)NC(C)c2ccccc2)cc1 (stereo unspecified),-6%,10%,-15%,9%,41%[activator],-3%,-5%,4%[57.1 µM],-13%
COc1ccccc1NC(=O)NC1(C(=O)N2CCCCC2)CCCCC1,-3%,-14%,-11%,1%,-15%,i,2%,37%[activator],20%
COc1ccc(C(=O)CSc2nnc(-c3ccco3)c(-c3ccco3)n2)cc1,?,22µM*,20µM*,16%,?,?,10%,8.9µM*,-47%[11.4 µM]
O=c1c2nnn(Cc3ccccc3)c2ncn1C/C=C/c1ccccc1,-1%,-4%,28%,11%,49%[activator],-1%,-4%,10%[57.1 µM],-8%
O=C(Cc1c(F)cccc1Cl)Nc1ccc(S(=O)(=O)NCC2CCCO2)cc1 (stereo unspecified),-8%,-6%,-24%,2%,25%,0%,-3%,22%,-6%
COCCSc1nnc(NC(=O)CS(=O)(=O)c2ccc(C)cc2)s1,-1%,9%,-48%,-4%,17%,-11%,3%,15%[57.1 µM],34%
O=C(COc1ccc2c3c(c(=O)oc2c1)CCCC3)N1CCN(c2ccc(F)cc2)CC1,-7%,-22%,5%,4%,14%,i,8%,15%,-5%
O=c1[nH]c(=O)c2nnc(N/N=C/c3ccccc3F)nc2[nH]1,0%,-16%,11%,0%,43%[activator],8%,13%,-13%,-8%
CCOc1ccc(N(C(=O)c2cnccn2)C(C(=O)NC2CCCCC2)c2ccc(O)cc2)cc1 (stereo unspecified),4%,-1%,-2%,-8%,35%,i,2%,?,-7%
CCc1ccc(C(C)NC(=O)c2ccncc2)cc1 (stereo unspecified),-9%,-16%,-3%,0%,38%,i,-5%,13%,-9%
C[C@]12c3[nH]c4ccccc4c3CCN1C(=O)C(CC(=O)NCCCn1ccnc1)C[C@@H]2C(=O)N1CCOCC1 (stereo partly specified),5%,-11%,-3%,-10%,36%,-5%,-3%,12%,5%
CCc1ccccc1S(=O)(=O)Cc1ccc(C(=O)NCCc2ccc(Cl)cc2)o1,13%,-13%,-12%,5%,39%[activator],-8%,-1%,-1%,-6%
CCOCCCNC(=O)Cn1cnc2c(cnn2-c2ccc(OC)cc2)c1=O,-8%,-22%,11%,-4%,13%,-7%,11%,15%,-16%[56.9 µM]
CCC(=O)N(CCC1(c2ccccc2OC)CCOC(C(C)C)C1)Cc1ccco1 (stereo unspecified),3%,-20%,37%[activator],-16%,-3%,-4%,1%,11%[57.1 µM],-15%
Cc1cccc(/C=N/NC(=O)Cc2cccs2)c1,4%,-8%,8%,-9%,52%[activator],-9%,-4%,-11%,-13%
CC1=CC2=NC(=O)CC(C)(C(=O)N(CC(=O)NC3CCCC3)c3ccccc3F)N2C=C1 (stereo unspecified),?,-14%,-7%,6%,21%[57 µM],i,2%,-14%,-18%
COc1cc2nc(NC(=O)c3ccc(S(=O)(=O)N4CCOCC4)cc3)sc2cc1OC,-2%,-8%,-19%,3%,14%[57 µM],-6%,0%,28%[57.1 µM],6%
Cc1cc2cc(CCNS(C)(=O)=O)c(=O)[nH]c2cc1C,0%,6%,0%,8%,30%,-11%,-11%,-10%,6%
NC(=O)C1CCN(C(=O)C2CCC(=O)N(CC3CCCCC3)C2)CC1 (stereo unspecified),-4%,3%,3%,-14%,31%[activator],-2%,-11%,16%,-14%
Cc1cccn2c(=O)cc(COc3cccc(NC(=O)Nc4cccc(Cl)c4)c3)nc12,6%,5%,-18%,2%,35%[57 µM],-9%,3%,21%[57.1 µM],-7%

# Copied from above for reference:
SMILES,Pin1 inhibitor,JMJD2A Tudor,12-LOX inh,ERG Ets-DNA blk,HP1b binding inh,Tb PGK inh,GLS inhibitor,rTrxR1 inhibitor,RGS4 inhibitor
CCC(=O)N(CCC1(c2ccccc2OC)CCOC(C(C)C)C1)Cc1ccco1 (stereo unspecified),3%,-20%,37%[activator],-16%,-3%,-4%,1%,11%[57.1 µM],-15%
Cc1cccc(/C=N/NC(=O)Cc2cccs2)c1,4%,-8%,8%,-9%,52%[activator],-9%,-4%,-11%,-13%
CC1=CC2=NC(=O)CC(C)(C(=O)N(CC(=O)NC3CCCC3)c3ccccc3F)N2C=C1 (stereo unspecified),?,-14%,-7%,6%,21%[57 µM],i,2%,-14%,-18%

# (next part)
SMILES,Pin1 inhibitor,JMJD2A Tudor,12-LOX inh,ERG Ets-DNA blk,HP1b binding inh,Tb PGK inh,GLS inhibitor,rTrxR1 inhibitor,RGS4 inhibitor
CCc1nnc(NC(=O)CS(=O)(=O)c2ccccc2)s1,1%,3%,?,13%,18%,-10%,25%,8%,-12%
CN(C)CCCNc1ncnc2oc(-c3ccccc3)c(-c3ccccc3)c12,2%,-26%,-17%,4%,-18%,2%,16%,5%[57.1 µM],9%
CC1CCN(S(=O)(=O)c2ccc(C(=O)N3CCCC(C(F)(F)F)C3)cc2)CC1 (stereo unspecified),0%,-11%,11%,-2%,8%,10%,0%,4%[57.1 µM],5%
O=C(COc1ccccc1-c1ccccc1)N/N=C/c1cccnc1,-2%,3%,-9%,-8%,43%[activator],i,-3%,15%,1%
COc1ccccc1C1NC=C([N+](=O)[O-])C=C1[N+](=O)[O-] (stereo unspecified),?,?,?,?,?,-6%,1%,-12%[57.1 µM],-10%
Cc1ccc(NC(=O)N2CCCC2C(=O)NCC2CCCCC2)cc1 (stereo unspecified),-9%,6%,?,-3%,34%,i,0%,15%,-31%
COc1ccc(N=Nc2cnc(C)nc2-c2ccccc2)cc1,1%,40µM*,0%,7%,-66%,i,7%,12%[57.1 µM],-36%
O=C(O)c1nn(-c2cccc(Cl)c2)c(=O)cc1O,?,?,-18%,6%,10%,-1%,2%,-1%,18%
OCCCn1c(-c2ccccc2)nc(=S)c2c1CCCC2,0%,-10%,-46%,-4%,24%,-3%,0%,-21%,-7%
Cc1ccc(C(=O)C2OC(=O)C(C)(C)C(=O)C2(C)C)cc1 (stereo unspecified),0%,-3%,?,2%,8%,-3%,0%,22%[57.1 µM],-23%

# Not all compounds are listed; count on the stated rates, not on these rows.
